TRPV1 ag: agonists of human vanilloid receptor 1 (TRPV1) | hit rate 0.19% among 320,000 | activation, % at 8.33 µM | TRPV1-expressing cells, Fluo-8 calcium influx, agonist mode; in the data active means activation above about 80%; inconclusive means between about 30% and that limit; further: 0% is about no effect
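TRPV1-expressing cells were cultured overnight at 35.5C and loaded with Fluo-8 calcium dye for 40 to 90 min at room temperature. After a 10 s baseline, compound was added and calcium influx was read kinetically for 3 min (ex 480/em 520 nm).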
p53 reactivation: re-activators of mutant p53. H1299 p53-A138V BP100-luciferase reporter, luminescence, 24 h. Potency, µM (highest dose often 92.2 µM), without a hit: at the top dose activity change, positive = activation, actives largely listed as activators. hit rate 0.063% among 320,000; further: potency means the concentration at half of the fitted maximal effect; % of control where 0% means no effect; nearly all actives have a fitted effect of over 45% in size
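H1299 (p53-null), stable ts p53-A138V + BP100-Luc; 1000 cells/well, Opti-MEM/10% FBS; cpd 4 pt, 1:5; 24 h, 37 deg C, 5% CO2; detection reagent 10 min RT; luminescence.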
Tb PFK block: T. brucei PFK enzyme inhibition; T. brucei PFK, ADP-Glo luminescence; Potency, µM (doses to about 57.5 µM), without a hit: at the top dose activity, negative = inhibition, hits mostly inhibitors; hit rate 0.17% among 330,000;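 further: potency means the concentration at half of the fitted maximal effect; 0% = uninhibited 1x PFK enzyme wells and -100% = no-enzyme wells; nearly all actives have a fitted effect of over 60% in size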
Target sequence (O15648 whole entry, looked up): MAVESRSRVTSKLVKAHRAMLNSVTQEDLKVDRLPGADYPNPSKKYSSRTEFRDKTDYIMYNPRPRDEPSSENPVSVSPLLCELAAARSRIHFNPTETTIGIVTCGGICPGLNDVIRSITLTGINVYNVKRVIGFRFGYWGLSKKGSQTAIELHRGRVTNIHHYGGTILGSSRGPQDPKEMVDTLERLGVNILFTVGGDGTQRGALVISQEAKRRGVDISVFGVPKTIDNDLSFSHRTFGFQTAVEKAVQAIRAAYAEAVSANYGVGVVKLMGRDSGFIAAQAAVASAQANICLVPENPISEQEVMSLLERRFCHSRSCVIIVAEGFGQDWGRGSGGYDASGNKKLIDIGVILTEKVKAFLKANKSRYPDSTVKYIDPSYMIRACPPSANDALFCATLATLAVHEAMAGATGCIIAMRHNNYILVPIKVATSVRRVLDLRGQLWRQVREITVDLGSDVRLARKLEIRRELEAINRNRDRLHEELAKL
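In TEA buffer at pH 8.0 with 5 mM MgCl2, enzyme (1.25 nM) converted F6P (0.5 mM) and ATP (0.1 mM) for 45 min at room temperature. ADP product was read by luciferase luminescence.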
FLuc counter: inhibits or activates purified firefly luciferase, miR-21 counter-screen | P08659 | purified FLuc, Km substrates, luminescence inhibition | Potency, µM (titrated, usually from 57.5 µM), for inactives: top-dose activity change, negative = inhibition, usual class: inhibitors | hit rate 6.9% among 360,000 | AID 588342;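 further: potency means the concentration at half of the fitted maximal effect; plate controls were vehicle for no effect and reference inhibitor for full effect; nearly all actives have a fitted effect of over 55% in size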
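Biochemical qHTS of compounds, final roughly 60 µM downward over six points, against 10 nM purified firefly luciferase using Km concentrations of substrates (10 uM D-luciferin, 10 uM ATP) in Tris acetate pH 7.5 buffer; luminescence output.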
ELG1 genotox: inducers of genotoxicity in HEK293T ELG1-luciferase cells; AID 504466; Potency, µM (highest dose often 46 µM), for the others: top-dose activity change, positive = activation, actives largely listed as activators; HEK293T ELG1-luciferase reporter, luminescence, 16 h; hit rate 1.3% among 330,000; further: potency means the concentration at half of the fitted maximal effect; % of control where 0% means no effect; nearly all actives have a fitted effect of over 60% in size
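Genotoxic stress is detected as increased luminescence from luciferase-tagged ELG1 in HEK293T cells, measured with ONE-Glo after a 16 hr treatment at 37 °C.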
Gal4-VP16 FLuc: Gal4-VP16 reporter inhibition counter-screen. Drosophila S2 Gal4-VP16 UAS-luciferase, luminescence, 20 h. hit rate 3.5% among 310,000. Potency, µM (series often up to 53.6 µM), inactives show at the highest dose activity, negative = inhibition, usual class: inhibitors;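 further: Gal4-VP16 expression switched on by copper sulfate through the metallothionein promoter; potency means the concentration at half of the fitted maximal effect; on the % scale 0 is the no-effect control and ±100 the full control effect; nearly all actives have a fitted effect of over 50% in size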
ELG1 DNA repair: inhibitors of ELG1-dependent DNA repair in HEK293T cells; HEK293T ELG1-luciferase reporter, luminescence, 16 h; DNA damage induced by 5-fluorouridine; Potency, µM (doses to about 46.1 µM), for inactives: at the highest dose activity change, negative = inhibition, usual class: inhibitors; hit rate 2.3% among 330,000; further: potency means the concentration at half of the fitted maximal effect; on the % scale 0 is the no-effect control and ±100 the full control effect; nearly all actives have a fitted effect of over 55% in size
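In this reporter screen, reduction of luminescence relative to DMSO vehicle indicated activity. Compounds and 5-fluorouridine were added together to 2,000 cells per well, incubated for 16 hr at 37 °C, then developed with ONE-Glo.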
Rab9 promoter act: activators of Rab9 promoter; Huh7 Rab9 promoter-luciferase reporter, luminescence, 24 h; Potency, µM (top dose mostly 9.22 µM), inactives show at the highest dose activation, negative = inhibition, actives largely listed as activators; AID 485297; hit rate 2.8% among 320,000; further: potency means the concentration at half of the fitted maximal effect; % of control where 0% means no effect; nearly all actives have a fitted effect of over 60% in size
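Huh7 reporter line, Rab9 promoter upstream of luciferase. Compound exposure 24 h at 37 °C in reduced-serum medium with 10% FBS. Read-out: luminescence.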
BRCA1 expr act: BRCA1 expression activation; Potency, µM (highest dose often 46.1 µM), without a hit: at the highest dose activation, hits mostly activators; hit rate 1.1% among 380,000; MCF7-BRCA1-FFLuc reporter, luminescence, 48 h; response scale: scaled: vehicle 0%, 10 µM genistein 100%; further: potency means the concentration at half of the fitted maximal effect; nearly all actives have a fitted effect of over 80% in size; some results filed as inactive show a strong effect at the top dose
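Cells: MCF7-BRCA1-FFLuc, 2000/well. Exposure: 48 h, 37 °C, 5% CO2. Read: luminescence, 15 min post-substrate. Controls: genistein 10 microM (maximal activation), DMSO (neutral).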
NPC1 prom act: activators of NPC1 promoter | hit rate 2.4% among 320,000 | Potency, µM (highest dose often 9.22 µM), without a hit: at the top dose activation, hits mostly activators | Huh7 NPC1 promoter luciferase reporter, 24 h | AID 485313;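 further: potency means the concentration at half of the fitted maximal effect; % of control where 0% means no effect; nearly all actives have a fitted effect of over 60% in size; reporter is driven by a mutant NPC1 promoter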
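Stably transfected Huh7 (NPC1 promoter→luciferase), 1500 cells/well in Opti-MEM + 10% FBS, 2 h settle, then compound 24 h at 37 °C. Luminescence after 10 min with Amplite reagent.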
RORgamma inh: inhibitors of mouse ROR gamma transcriptional activity; P51450; Drosophila S2 Gal4-RORgamma UAS-luciferase reporter, 20 h; Potency, µM (titrated, usually from 53.6 µM), for inactives: at the highest dose activity change, negative = inhibition, hits mostly inhibitors; hit rate 5.4% among 310,000; AID 2551; further: potency means the concentration at half of the fitted maximal effect; on the % scale 0 is the no-effect control and ±100 the full control effect; nearly all actives have a fitted effect of over 60% in size
Target sequence (P51450 whole entry, looked up, the tested form may be a part): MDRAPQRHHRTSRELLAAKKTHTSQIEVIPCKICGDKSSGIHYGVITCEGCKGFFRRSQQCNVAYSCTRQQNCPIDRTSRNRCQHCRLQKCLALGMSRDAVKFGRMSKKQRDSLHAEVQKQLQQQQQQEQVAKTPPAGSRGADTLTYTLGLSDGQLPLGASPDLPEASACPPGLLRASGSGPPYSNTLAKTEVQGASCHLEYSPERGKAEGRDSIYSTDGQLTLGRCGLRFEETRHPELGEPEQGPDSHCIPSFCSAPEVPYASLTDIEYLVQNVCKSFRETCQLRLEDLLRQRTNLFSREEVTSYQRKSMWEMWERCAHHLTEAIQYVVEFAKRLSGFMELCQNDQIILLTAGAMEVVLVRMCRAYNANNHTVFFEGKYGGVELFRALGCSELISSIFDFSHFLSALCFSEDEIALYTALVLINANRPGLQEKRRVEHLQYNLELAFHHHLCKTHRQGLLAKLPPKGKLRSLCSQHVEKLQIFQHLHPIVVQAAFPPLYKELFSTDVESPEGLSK
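Compounds are pin-transferred onto Drosophila Schneider cells expressing a copper-inducible Gal4–ROR gamma transactivation domain fusion. After 1 hr, copper sulfate is added to 700 uM final; luciferase is read 20 hr later.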
* marks the source's active call; other numbers are inactive results; ? = inconclusive; · = no result given; [ ] = remark or other dose. Unless noted, the call rests on the fitted dose curve; in most records, active means well fitted curve in the direction sought with a large enough effect; inconclusive means small, poorly fitted or top-dose-only effect, or another doubt; inactive means no such curve, though single readings can be large; an effect the other way counts as inactive or inconclusive.

entry	SMILES	TRPV1 ag	p53 reactivation	Tb PFK block	FLuc counter	ELG1 genotox	Gal4-VP16 FLuc
1	CC(O)CCC(=O)NNC1CC(=O)N(c2ccccc2)C1=O (centres undefined)	1	3%	2%	1%	0%	-6%
2	O=C(CNC(=O)c1ccc(Br)o1)Nc1ccc(F)c(S(=O)(=O)N2CCOCC2)c1	0	-2%	21%	-6%	0%	·
3	COc1cc2c(cc1OC)C(c1cc3cc(OC)c(OC)cc3[nH]c1=O)N(C(=O)C1CC1)CC2 (centres undefined)	·	1%	-2%	2%	5%	3%
4	NNc1nc(NCc2ccccc2)nc(N2CCOCC2)n1	2	-4%	-2%	-1%	2%	?
5	CCO[C@@H]1OC(C(=O)NCc2ccccc2)=C[C@H](C(C)(C)C)[C@H]1CCCO	1	-4%	4%	0%	1%	6%
6	O=C(Cn1c(CO)nc2ccccc21)NCCc1ccccc1	-2	?	-1%	3%	-3%	-5%
7	CC1CCC/C(=C(\C#N)c2nc(-c3cc4ccccc4oc3=O)cs2)C1 (centres undefined)	9	?	-3%	1.7µM*	?	?
8	O=C(NC(Cc1cccc(F)c1)C(=O)O)C1CCCCC1 (centres undefined)	3	-5%	4%	-2%	3%	·

entry	ELG1 DNA repair	Rab9 promoter act	BRCA1 expr act	NPC1 prom act	RORgamma inh
1	17%	?	-2%	-6%	-1%
2	-9%	-2%	1%	0%	·
3	-1%	-2%	-15%	-4%	?
4	?	-2%	-27%	-6%	?
5	-1%	-2%	-2%	-4%	12%
6	24%	0%	3%	-9%	20%
7	?	1.8µM*	3.2µM*	2.5µM*	2%
8	10%	-4%	5%	-2%	·

Continuation.
entry	SMILES	TRPV1 ag	p53 reactivation	Tb PFK block	FLuc counter	ELG1 genotox	Gal4-VP16 FLuc
9	COc1ccc(CN(C)C(=O)c2cccc(Oc3ccccc3)c2)c(OC)c1OC	22	-2%	6%	-1%	-37%[inhibitor]	-4%
10	CC(C)NC(=O)c1cc2nc(-c3ccco3)cc(C(F)(F)F)n2n1	-1	2%	-5%	0%[2.3 µM]	-3%	6%
11	CCOC(=O)c1ccccc1NC(=O)CN(c1cccc(OC)c1)S(C)(=O)=O	-3	-4%	5%	0%	-9%	?
12	CC1Cn2c(nnc2-c2cccc(N)c2)S1 (centres undefined)	-1	-2%	5%	1%	2%	5%
13	CO/C=C/C#CC1(O)CCN(C)CC1	3	0%	-4%	0%	0%	-1%
14	COc1ccc(-c2ccc(N)[n+](CCCC(=O)O)n2)cc1	·	·	·	·	·	6%[17 µM]
15	O=C(CC1NCCNC1=O)Nc1ccc(Cl)c(Cl)c1 (centres undefined)	1	6%	0%	-3%	5%	2%
16	COc1ccc(CN2CCN(Cc3cn(C)nc3-c3ccccc3)CC2CCO)c(C)c1C (centres undefined)	8	1%	10%	2%	-5%	2%

entry	ELG1 DNA repair	Rab9 promoter act	BRCA1 expr act	NPC1 prom act	RORgamma inh
9	?	0%	-37%	-7%	39%
10	7%	-1%	4%	2%	21%
11	-6%	-1%	-16%	-1%	33%
12	10%	1%	-5%	0%	-9%
13	3%	1%	6%	-2%	-11%
14	·	-19%[46.1 µM]	6%	-4%[46.1 µM]	3%[16.9 µM]
15	19%	-7%	1%	2%	3%
16	?	-3%	-28%	-4%	19%

Next results
entry	SMILES	TRPV1 ag	p53 reactivation	Tb PFK block	FLuc counter	ELG1 genotox	Gal4-VP16 FLuc
17	COc1ccccc1NC(=O)Nc1nnc(Cc2ccc(F)cc2)s1	-2	?	3%	-3%	?	-11%
18	COC(=O)c1c(NC(=O)c2ccco2)sc(C(=O)Nc2ccc(F)cc2)c1C	4	22%	0%	-2%	?	?
19	NS(=O)(=O)c1ccc(N=Nc2ccc(O)c3ncccc23)cc1	0	22%	-20%	?	?	?
20	Cc1[nH]c(=O)[nH]c(=O)c1NS(=O)(=O)c1ccc2c(c1)CCCC2	2	-1%	-5%	-2%	1%	4%
21	CC1(c2ccc(Cl)cc2)NC(=O)N(CC(=O)N2CCc3ccccc32)C1=O (centres undefined)	·	-4%	4%	·	0%	·
22	COc1ccc(CC(=O)NCC2CCCN(Cc3cccc(C(F)(F)F)c3)C2)cc1 (centres undefined)	?	-1%	-1%	-1%	-2%	-15%
23	Cc1ccc(NC(=O)CSc2n[nH]c(N)n2)cc1S(=O)(=O)N1CCOCC1	4	6%	-3%	-8%	1%	0%
24	COc1cc2c(cc1OC)C(c1ccccc1OC(C)C)CC(=O)N2 (centres undefined)	16	·	0%	4%	3%	?

entry	ELG1 DNA repair	Rab9 promoter act	BRCA1 expr act	NPC1 prom act	RORgamma inh
17	?	-4%	-7%	-3%	8%
18	?	1.6µM*	?	1.6µM*	-1%
19	?	-32%[inhibitor]	-95%	-40%[inhibitor]	-34%
20	-1%	-2%	-2%	-5%	-14%
21	22%	·	-20%	·	·
22	-21%	0%	-24%	2%	-2%
23	-3%	-10%	8%	-3%	4%
24	0%	-2%	-26%	0%	-18%[1.91 µM]

A section from further up:
entry	SMILES	TRPV1 ag	p53 reactivation	Tb PFK block	FLuc counter	ELG1 genotox	Gal4-VP16 FLuc
17	COc1ccccc1NC(=O)Nc1nnc(Cc2ccc(F)cc2)s1	-2	?	3%	-3%	?	-11%
18	COC(=O)c1c(NC(=O)c2ccco2)sc(C(=O)Nc2ccc(F)cc2)c1C	4	22%	0%	-2%	?	?
19	NS(=O)(=O)c1ccc(N=Nc2ccc(O)c3ncccc23)cc1	0	22%	-20%	?	?	?
20	Cc1[nH]c(=O)[nH]c(=O)c1NS(=O)(=O)c1ccc2c(c1)CCCC2	2	-1%	-5%	-2%	1%	4%

entry	ELG1 DNA repair	Rab9 promoter act	BRCA1 expr act	NPC1 prom act	RORgamma inh
17	?	-4%	-7%	-3%	8%
18	?	1.6µM*	?	1.6µM*	-1%
19	?	-32%[inhibitor]	-95%	-40%[inhibitor]	-34%
20	-1%	-2%	-2%	-5%	-14%

Additional structures
entry	SMILES	TRPV1 ag	p53 reactivation	Tb PFK block	FLuc counter	ELG1 genotox	Gal4-VP16 FLuc
25	O=C(COC(=O)c1ccccc1)Nc1ccc2[nH]c(=O)[nH]c2c1	1	-1%	?	-1%	3%	·
26	O=C(NCC1CCCO1)c1cnn2c1NC(c1ccccc1)CC2C(F)(F)F (centres undefined)	6	-1%	-2%	2%	-5%	-3%
27	COc1cc(/C=C\C(=O)NCc2ccc3c(c2)cc(C)n3C)cc(OC)c1OC	0	4%	0%	-18%	11%	-6%
28	O=c1nc(Nc2ccc(OCc3ccccc3)cc2)sc2ncccc12	-2	16%	-2%	-2%	-3%	-14%
29	Cc1nn2cc(-c3ccccc3)nc2[nH]c1=O	0	?	3%	?	10%	7%
30	CCN1C(=O)[C@H]2[C@@H](c3ccc(-c4cccc(Cl)c4)c(OC)c3)N[C@@](C)(C(=O)OC)[C@H]2C1=O	6	-14%	-1%	-7%	-4%	·
31	CC(C)NC(=O)c1ccccc1NC(=O)C1CCCO1 (centres undefined)	-3	1%	-4%	0%	-2%	10%
32	COc1cc(C=O)ccc1OS(=O)(=O)c1ccc(NC(C)=O)cc1	0	3%	0%	-1%	0%	25µM*

entry	ELG1 DNA repair	Rab9 promoter act	BRCA1 expr act	NPC1 prom act	RORgamma inh
25	18%	0%	-15%	0%	·
26	-14%	1%	4%	-1%	-3%
27	-23%	-3%	-16%	-1%	36%
28	?	13%	0%	-2%	8%
29	?	?	49%	18%	8%
30	?	-5%	-58%	0%	·
31	19%	2%	10%	1%	-8%
32	8%	-2%	-6%	0%	-43%

Next part:
entry	SMILES	TRPV1 ag	p53 reactivation	Tb PFK block	FLuc counter	ELG1 genotox	Gal4-VP16 FLuc
33	COc1ccc(-c2nnc(SCC(=O)NC(=O)Cc3ccccc3)n2C)cc1	-3	10%	-3%	0%	-2%	·
34	CSCCC(NC(=O)COc1ccccc1)C(=O)N(C)Cc1ccc(SC)cc1 (centres undefined)	18	1%	0%	-1%	-9%	·
35	O=C(CSC(=S)N1CCOCC1)Nc1nc(=O)c2ccccc2s1	29	?	-2%	-11%	-2%	10µM*
36	COC(=O)c1c(NC(NC(=O)CC(C)C)C(Cl)(Cl)Cl)sc2c1CCC2 (centres undefined)	18	-6%	-2%	0%	-3%	-4%

entry	ELG1 DNA repair	Rab9 promoter act	BRCA1 expr act	NPC1 prom act	RORgamma inh
33	1%	6%	3%	-2%	·
34	?	1%	-15%	-2%	·
35	?	0%	·	6%	13µM*
36	-28%	-8%	-33%	-4%	14%
